CHRM1 agonist: human M1 muscarinic receptor agonists, primary screen, Fluo-8 calcium fluorescence, CHO-K1 cells, HTS. Muscarinic acetylcholine receptor M1 (Homo sapiens), P11229. CHO-K1 hM1, agonist mode; 0% DMSO, 100% acetylcholine EC100. activation, % at 3 µM. 360,000 tested, 0.33% active;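 active = activation above the run's mean compound activation plus 3 SD, cut at about 16% in these data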;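 also: peak over basal fluorescence ratio within a 140 s kinetic read after compound addition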
Target sequence (P11229 whole entry, looked up): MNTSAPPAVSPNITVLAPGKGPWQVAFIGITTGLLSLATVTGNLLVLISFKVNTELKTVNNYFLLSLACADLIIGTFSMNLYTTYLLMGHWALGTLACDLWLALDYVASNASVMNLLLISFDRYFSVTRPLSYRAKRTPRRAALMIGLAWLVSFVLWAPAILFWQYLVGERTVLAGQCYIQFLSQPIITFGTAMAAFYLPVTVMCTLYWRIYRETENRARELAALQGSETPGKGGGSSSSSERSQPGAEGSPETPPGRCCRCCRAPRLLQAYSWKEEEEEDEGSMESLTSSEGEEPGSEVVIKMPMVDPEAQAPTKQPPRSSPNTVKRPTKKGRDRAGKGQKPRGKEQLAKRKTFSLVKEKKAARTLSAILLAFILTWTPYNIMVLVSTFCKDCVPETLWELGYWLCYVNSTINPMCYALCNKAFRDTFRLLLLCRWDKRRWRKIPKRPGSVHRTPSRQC
CHO parental Ca: ATP-evoked calcium signal inhibitors, parental CHO, primary screen, counter-screen for OX1R antagonist project, cell-based, fluorescence, Fluo-8 calcium dye | parental CHO-K1, ATP-induced calcium, Fluo-8 fluorescence | inhibition, % at 5.6 µM | 330,000 tested, 0.63% active | AID 463079, 2010;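 active = inhibition above that plate's mean sample inhibition plus 3 SD, cut at about 26% in these data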;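 also: 0% = ATP-challenged DMSO wells and 100% = DMSO wells without ATP; some compounds past the cut are filed as inactive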
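material = parental CHO cells | also added = ATP as calcium-mobilizing challenge | dosing = single point at 5.6 µM | detection = intracellular calcium via Fluo-8 no-wash fluorescent dye | read-out = % inhibition | benchmarks = low control ATP plus DMSO, high control DMSO only | repeats = one well per compound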
M1 antag: human M1 muscarinic receptor antagonists, primary screen, CHO-K1 cells, Fluo-8 calcium fluorescence, 1536-well; Muscarinic acetylcholine receptor M1 (Homo sapiens), P11229; CHO-K1 hM1, ACh EC80 antagonist; inhibition, % at 3 µM; 360,000 tested, 1.3% active; AID 588852, 2011;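 active = percent inhibition above its own plate's cutoff, namely the mean of that plate's compound wells plus 3 SD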;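 also: peak over basal fluorescence ratio during 140 s after agonist addition; 0% = ACh EC80 plus DMSO and 100% = DMSO alone without agonist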
TAAR1 antagonist: human TAAR1 antagonists, primary screen, Fluo-8 calcium fluorescence, CHO RD-HGA16 cells; antagonist; 360,000 tested, 1.5% active; inhibition, % at 3 µM; Trace amine-associated receptor 1 (Homo sapiens), Q96RJ0;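 active = inhibition above a per-plate cutoff, the mean inhibition of test compounds on that plate plus 3 SD, cut at about 49% in these data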;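 also: 0% = DMSO plus EC80 beta-PEA response and 100% = DMSO alone without agonist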
Target sequence (Q96RJ0 whole entry, looked up): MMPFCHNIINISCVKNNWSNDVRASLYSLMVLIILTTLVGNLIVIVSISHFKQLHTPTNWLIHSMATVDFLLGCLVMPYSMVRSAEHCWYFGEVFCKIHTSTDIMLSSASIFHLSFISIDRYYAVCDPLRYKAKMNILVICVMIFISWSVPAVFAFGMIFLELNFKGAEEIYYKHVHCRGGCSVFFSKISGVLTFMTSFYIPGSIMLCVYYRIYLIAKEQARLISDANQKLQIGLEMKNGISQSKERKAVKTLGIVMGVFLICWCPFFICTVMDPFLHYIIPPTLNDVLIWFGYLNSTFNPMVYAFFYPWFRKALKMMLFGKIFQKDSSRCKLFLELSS
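test system = CHO RD-HGA16 cells bearing hTAAR1 | replication = singlicate | controls = DMSO-only wells and EC80 β-PEA-stimulated wells | reagent = EC80 β-phenethylamine stimulus | read-out basis = percent inhibition of PEA-evoked calcium signal, max/basal emission ratio | schedule = seeding 17-24 h prior, 75-min 37 °C, 30-min RT dye loading | signal = kinetic Fluo-8 calcium fluorescence measurement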
TAAR1 agonist: human TAAR1 agonists, primary screen, Fluo-8 calcium fluorescence, CHO RD-HGA16 cells; Trace amine-associated receptor 1 (Homo sapiens), Q96RJ0; vehicle wells 0%, saturating PEA agonist 100%; activation, % at 3 µM; 360,000 tested, 0.99% active;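 active = activation above the mean activation of all test compounds in the run plus 3 SD, cut at about 38% in these data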
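Assay system – CHO-derived RD-HGA16 cells with stable Gα16 and human TAAR1 · Compound dosing – one-point dosing at 3 µM (nominal) · Incubation – 17-24 h seeding, 75 min 37 °C dye, 30 min RT · Measured by – kinetic Fluo-8 calcium fluorescence · Control set – DMSO vehicle as 0%, PEA at EC100 as 100% · Repeats – single well for each compound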
CHO-K1 Ca PAM: nonselective calcium activators in parental CHO-K1 cells, primary screen, counter-screen for M1 PAM project, cell-based, Fluo-8 calcium fluorescence, full deck, 1536-well. activation, % at 3 µM. 360,000 tested, 0.02% active. AID 602247, 2012. ATP EC20; 0% at ATP EC20, 100% at ATP max;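 active = activation above the run cutoff, the mean activation of all test compounds plus 3 SD, cut at about 40% in these data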;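 also: peak over basal fluorescence ratio in a 140 s read after ATP addition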
M1 PAM: human M1 muscarinic receptor positive allosteric modulators, primary screen, CHO-K1 cells, Fluo-8 calcium fluorescence, 1536-well; 360,000 tested, 0.088% active; CHO-K1 hM1, ACh EC20; 0% = ACh EC20, 100% = maximal ACh; AID 588819, 2011; activation, % at 3 µM; in the data active = activation above about 19%, passing the limit was not always enough
M1 ag parental: counter-screen for M1 agonists: effect in parental CHO-K1 cells; AID 602248, 2012; activation, % at 3 µM; Fluo-8 calcium fluorescence; scaled to maximal ATP response, vehicle zero; 360,000 tested, 0.48% active; in the data active = activation above about 15%;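 also: untransfected CHO-K1 host cells lacking M1 receptor as counterscreen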
CHO-K1 Ca antag: counter-screen for M1 antagonists: effect in parental CHO-K1 cells; ATP-induced calcium, Fluo-8 fluorescence; inhibition, % at 3 µM; 360,000 tested, 0.6% active;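 active = inhibition above a per-plate cutoff, the plate's mean sample inhibition plus 3 SD, cut at about 24% in these data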;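 also: 0% = DMSO plus EC80 ATP and 100% = DMSO alone without ATP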
Active calls of the source: *.

Results for Cc1ccc(S(=O)(=O)NCC2(c3ccccc3)CCOCC2)cc1 ?
CHRM1 agonist: -9.2; CHO parental Ca: -6.4; M1 antag: -3.0; TAAR1 antagonist: 7.4; TAAR1 agonist: 5.0; CHO-K1 Ca PAM: 11.0; M1 PAM: 8.3; M1 ag parental: -0.1; CHO-K1 Ca antag: -11.1

How did CCOC(=O)CCCNC(=O)COC(=O)[C@@H]1CCCN1S(=O)(=O)c1ccc(Cl)cc1 do in these assays?
CHRM1 agonist: -4.6; CHO parental Ca: -8.0; M1 antag: -3.6; TAAR1 antagonist: -16.5; TAAR1 agonist: 0.6; CHO-K1 Ca PAM: 1.4; M1 PAM: 5.0; M1 ag parental: 1.0; CHO-K1 Ca antag: 7.4

What do the screens show for `Fc1ccc(NCc2cccnc2)cc1F`?
CHRM1 agonist: -6.6; CHO parental Ca: 2.4; M1 antag: -6.1; TAAR1 antagonist: -13.5; TAAR1 agonist: 5.0; CHO-K1 Ca PAM: 26.8; M1 PAM: 4.5; M1 ag parental: 8.9; CHO-K1 Ca antag: -4.2

What do the screens show for `COc1ccccc1/C=C/CN1CCCCC1`?
CHRM1 agonist: -9.9; CHO parental Ca: -4.7; M1 antag: -13.1; TAAR1 antagonist: -3.5; TAAR1 agonist: -0.1; CHO-K1 Ca PAM: -17.6; M1 PAM: 1.4; M1 ag parental: -0.1; CHO-K1 Ca antag: 4.7

Results for COC(=O)c1[nH]c2ccc(C)cc2c1NC(=O)NC1CCCCC1 ?
CHRM1 agonist: -4.9; CHO parental Ca: -23.0; M1 antag: -0.8; TAAR1 antagonist: 2.0; TAAR1 agonist: 18.3; CHO-K1 Ca PAM: 1.4; M1 PAM: 2.0; M1 ag parental: 0.5; CHO-K1 Ca antag: 2.0

How did Cc1ccccc1NC(=O)COc1ccc(Br)cc1C do in these assays?
CHRM1 agonist: -6.2; CHO parental Ca: -19.2; M1 antag: -11.9; TAAR1 antagonist: 2.4; TAAR1 agonist: -0.4; CHO-K1 Ca PAM: 15.8; M1 PAM: 7.1; M1 ag parental: 2.0; CHO-K1 Ca antag: -12.9

What do the screens show for `Cc1nn(C(C)C(=O)NCC2CCCO2)c(=O)c2cc3occc3n12` (stereo not given)?
CHRM1 agonist: -1.5; CHO parental Ca: -6.9; M1 antag: 3.5; TAAR1 antagonist: -3.1; TAAR1 agonist: 5.0; CHO-K1 Ca PAM: 3.7; M1 PAM: 4.7; M1 ag parental: 0.9; CHO-K1 Ca antag: -1.2

What do the screens show for `O=C1CCCC2=C1CC(C(=O)OCc1ccccc1)C(=O)N2Cc1ccccc1` (stereo not given)?
CHRM1 agonist: 1.9; M1 antag: -16.3; TAAR1 antagonist: -5.9; TAAR1 agonist: 0.4; CHO-K1 Ca PAM: -6.4; M1 PAM: 24.6; M1 ag parental: 0.9; CHO-K1 Ca antag: -15.5

Results for CC1CN(C(=O)/C=C/c2cccc([N+](=O)[O-])c2)CC(C)O1 (stereo not given) ?
CHRM1 agonist: -3.6; CHO parental Ca: -12.7; M1 antag: -7.1; TAAR1 antagonist: -19.4; TAAR1 agonist: 8.6; CHO-K1 Ca PAM: 15.3; M1 PAM: 5.7; M1 ag parental: 0.9; CHO-K1 Ca antag: -8.5

Results for Cc1ccc(/C=C2\C(=N)N3N=C(CC(=O)N4CCOCC4)SC3=NC2=O)o1 ?
CHRM1 agonist: -2.6; CHO parental Ca: -2.4; M1 antag: 0.8; TAAR1 antagonist: -12.4; TAAR1 agonist: 9.6; CHO-K1 Ca PAM: 0.4; M1 PAM: 7.2; M1 ag parental: 0.1; CHO-K1 Ca antag: -7.9

What do the screens show for `COc1ccc(NC(=O)Nc2ncn(Cc3cccc(C(F)(F)F)c3)n2)cc1OC`?
CHRM1 agonist: -4.6; CHO parental Ca: -33.4; M1 antag: -8.5; TAAR1 antagonist: -13.3; TAAR1 agonist: 1.4; CHO-K1 Ca PAM: 24.6; M1 PAM: 7.1; M1 ag parental: 1.1; CHO-K1 Ca antag: -8.1

What do the screens show for `CCCCNC(=O)OC(C)CNC(=O)Oc1cccc(C)c1` (stereo not given)?
CHRM1 agonist: -3.6; CHO parental Ca: -11.2; M1 antag: -4.0; TAAR1 antagonist: -10.0; TAAR1 agonist: -1.2; CHO-K1 Ca PAM: 5.1; M1 PAM: 6.3; M1 ag parental: 0.5; CHO-K1 Ca antag: 7.8

How did O=C(c1ccc([N+](=O)[O-])cc1[N+](=O)[O-])N1CCc2ccccc21 do in these assays?
CHRM1 agonist: -11.1; CHO parental Ca: -13.0; M1 antag: -6.7; TAAR1 antagonist: -3.9; TAAR1 agonist: -0.6; CHO-K1 Ca PAM: 8.6; M1 PAM: 2.2; M1 ag parental: 0.1; CHO-K1 Ca antag: -3.0

Results for C=CCn1c(SCc2cccnc2)nnc1-c1ccncc1 ?
CHRM1 agonist: -2.8; CHO parental Ca: 1.0; M1 antag: -5.5; TAAR1 antagonist: 1.2; TAAR1 agonist: 4.1; CHO-K1 Ca PAM: 8.3; M1 PAM: 11.1; M1 ag parental: -0.5; CHO-K1 Ca antag: 9.0

What do the screens show for `CCCCN1C(=S)NC[C@@H]1c1ccccc1`?
CHRM1 agonist: -9.0; CHO parental Ca: -15.8; M1 antag: -3.7; TAAR1 antagonist: 11.6; TAAR1 agonist: 9.6; CHO-K1 Ca PAM: 0.8; M1 PAM: 7.8; M1 ag parental: 2.5; CHO-K1 Ca antag: 11.3

How did CCOc1ccc(NS(=O)(=O)c2cccc(C(=O)NCC3(N(C)C)CCCCC3)c2)cc1 do in these assays?
CHRM1 agonist: -4.8; M1 antag: -19.0; TAAR1 antagonist: -12.8; TAAR1 agonist: 3.9; CHO-K1 Ca PAM: 6.9; M1 PAM: 12.1; M1 ag parental: 4.9; CHO-K1 Ca antag: -2.8

Results for CC(=O)Nc1ccc(S(=O)(=O)Nc2nc3ccc(C)cc3s2)cc1 ?
CHRM1 agonist: -3.7; CHO parental Ca: 7.2; M1 antag: -7.8; TAAR1 antagonist: 1.5; TAAR1 agonist: 6.7; CHO-K1 Ca PAM: -3.9; M1 PAM: 8.7; M1 ag parental: -0.2; CHO-K1 Ca antag: -1.5

What do the screens show for `COc1ccc(-c2c(C)nn3c(N4CCOCC4)cc(C)nc23)cc1OC`?
CHRM1 agonist: -4.0; M1 antag: -8.4; TAAR1 antagonist: -23.6; TAAR1 agonist: -0.4; CHO-K1 Ca PAM: 8.6; M1 PAM: 4.7; M1 ag parental: -0.1; CHO-K1 Ca antag: -12.0

How did Cc1ccc2ncnc(Oc3ncccc3[N+](=O)[O-])c2c1 do in these assays?
CHRM1 agonist: -2.0; CHO parental Ca: -5.8; M1 antag: -18.5; TAAR1 antagonist: -23.8; TAAR1 agonist: 0.2; CHO-K1 Ca PAM: 17.0; M1 PAM: 14.5; M1 ag parental: 0.3; CHO-K1 Ca antag: -3.4

Results for CC(C)(C)NC(=O)C(c1ccc(O)cc1)N(C(=O)Cn1nnc(-c2ccc(F)cc2)n1)c1ccccc1F (stereo not given) ?
CHRM1 agonist: -5.5; CHO parental Ca: -4.5; M1 antag: 4.5; TAAR1 antagonist: 6.0; TAAR1 agonist: 6.4; CHO-K1 Ca PAM: 2.0; M1 PAM: 1.5; M1 ag parental: 0.6; CHO-K1 Ca antag: -8.9

Results for COc1ccc(N2CCN(c3nc(Cl)nc(Nc4ccc(F)cc4)n3)CC2)cc1 ?
CHRM1 agonist: -4.7; CHO parental Ca: -14.7; M1 antag: 5.6; TAAR1 antagonist: 78.4*; TAAR1 agonist: 1.7; CHO-K1 Ca PAM: -5.9; M1 PAM: -6.3; M1 ag parental: -0.3; CHO-K1 Ca antag: 3.7

How did COC(=O)c1ccc(C2c3[nH]c4ccccc4c3C[C@H]3C(=O)N(C4CC4)CC(=O)N23)cc1 (stereo not given in full) do in these assays?
CHRM1 agonist: 1.4; CHO parental Ca: -12.4; M1 antag: -3.0; TAAR1 antagonist: 31.5; TAAR1 agonist: 27.8; CHO-K1 Ca PAM: -1.4; M1 PAM: 2.7; M1 ag parental: 6.3; CHO-K1 Ca antag: -4.5

How did Cc1cc(Cl)c(OCCOCCN2CCC(C)CC2)c(Br)c1 do in these assays?
CHRM1 agonist: -10.3; CHO parental Ca: -22.6; M1 antag: 55.1*; TAAR1 antagonist: -12.1; TAAR1 agonist: 4.9; CHO-K1 Ca PAM: -12.9; M1 PAM: -24.3; M1 ag parental: 0.4; CHO-K1 Ca antag: 14.5

What do the screens show for `COC(=O)c1ccc(/C=C/c2c(-c3ccc(OC)cc3)sc3ccccc23)cc1`?
CHRM1 agonist: -0.8; CHO parental Ca: -4.6; M1 antag: -8.1; TAAR1 antagonist: 9.5; TAAR1 agonist: 4.2; CHO-K1 Ca PAM: -10.3; M1 PAM: 13.6; M1 ag parental: -0.5; CHO-K1 Ca antag: 5.7

Results for O=C(CSc1nnc(CNC(=O)c2cccs2)o1)Nc1ccccc1C(F)(F)F ?
CHRM1 agonist: -2.4; CHO parental Ca: -4.6; M1 antag: -6.5; TAAR1 antagonist: -11.8; TAAR1 agonist: 0.4; CHO-K1 Ca PAM: 2.6; M1 PAM: 3.3; M1 ag parental: 1.4; CHO-K1 Ca antag: -12.5

For convenience, some entries already given.
What do the screens show for `COC(=O)c1ccc(/C=C/c2c(-c3ccc(OC)cc3)sc3ccccc23)cc1`?
CHRM1 agonist: -0.8; CHO parental Ca: -4.6; M1 antag: -8.1; TAAR1 antagonist: 9.5; TAAR1 agonist: 4.2; CHO-K1 Ca PAM: -10.3; M1 PAM: 13.6; M1 ag parental: -0.5; CHO-K1 Ca antag: 5.7

Results for O=C(CSc1nnc(CNC(=O)c2cccs2)o1)Nc1ccccc1C(F)(F)F ?
CHRM1 agonist: -2.4; CHO parental Ca: -4.6; M1 antag: -6.5; TAAR1 antagonist: -11.8; TAAR1 agonist: 0.4; CHO-K1 Ca PAM: 2.6; M1 PAM: 3.3; M1 ag parental: 1.4; CHO-K1 Ca antag: -12.5

Bioassay records as filed in PubChem BioAssay.
